MPTP block: permeability transition pore inhibition. isolated mouse mitochondria, Ca2+ swelling absorbance, 30 min. inhibition, % at 10 µM. 360,000 tested, 1.4% active. AID 602449;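 active means inhibition of 50% or more, scaled per plate between neutral and stimulator controls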;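 further: 0% = DMSO wells given calcium and 100% = 1 mM EGTA wells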
GRIN3A LBD mod: NR3A (human) ligand-binding domain modulation; 340,000 tested, 2.5% active; AID 1259313; NR3A LBD differential scanning fluorimetry, Tm shift; 0% = protein alone, 100% = glycine-bound protein; Tm shift relative to glycine control, % at 25 µM;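 active means melting temperature shift of at least 10% of the positive control shift, at one fixed dose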
Numbers without * were called inactive. An excerpt, so the mix of outcomes need not match the whole.

MPTP block | GRIN3A LBD mod | structure
-1.4 | 0 | Cc1ccc2nc(NCCCN3CCOCC3)c(C=NCCCN3CCOCC3)c(=O)n2c1
1.1 | 2 | O=C(CSc1nc(-c2ccc(F)cc2)cc(C(F)(F)F)n1)NCc1cccs1
-2.1 | -9 | O=c1cc(Cl)nc2ccccn12
-1.2 | 1 | O=C(NCCO)c1c(-c2ccc3c(c2)OCO3)noc1-c1ccsc1
-1.9 | 0 | CC(C)c1ccc(CN2CCN(C(=O)CCl)CC2)cc1
-0.9 | -2 | COc1ccc(OC)c(-n2c(N)c(C(=O)NCC3CCCO3)c3nc4ccccc4nc32)c1 (stereo unspecified)
0.2 | -15 | CCOc1ccc(CC(=O)Nc2ccc(NC(=O)c3ccco3)cc2)cc1OCC
-0.5 | 2 | Cc1oc(/N=C/c2ccc(Cl)cc2Cl)c(C#N)c1C
17 | -2 | Cc1onc(-c2c(Cl)cccc2Cl)c1-c1nc2cc(Cl)ccc2c(=O)o1
0.5 | 1 | CN1OC[C@@H]2CN(C(=O)C(C)(C)C)[C@H](c3cccc(N4CCOCC4)c3)C[C@@H]21
16 | -13 | CC(NC(=O)CC(c1ccccc1)c1cc(Cl)ccc1O)c1ccccc1 (stereo unspecified)
72* | 2 | O=C(C=Cc1ccccc1O)c1ccccc1O
-0.1 | 0 | CCC(NCc1cccnc1)c1ccc(OC)c(OC)c1 (stereo unspecified)
-0.6 | 0 | COc1ccc2[nH]c(=O)c(CN(CC3CCCO3)C(=O)Nc3ccccc3OC)cc2c1 (stereo unspecified)
0.5 | 0 | O=[N+]([O-])c1ccc2c(c1)-c1ccccc1C2=NO

Continuation:
MPTP block | GRIN3A LBD mod | structure
0.4 | 1 | CCN1C[C@@H]2[C@@H]3C(=O)N(C)C(=O)[C@@H]3[C@](CC)(C1=O)N2C(=O)c1ccc(C)cc1
-0.5 | 0 | O=C1c2ccccc2CCc2ccccc21
-1.3 | 5 | COc1ccccc1C(=O)NNC(=S)Nc1ccccc1
-0.8 | -1 | c1ccc(Oc2ccccn2)cc1
-1.9 | -20 | CC(=O)Nc1cccc(OCCCOc2cccc([N+](=O)[O-])c2)c1
0.0 | -2 | CCCCC(c1nnnn1CC1CCCO1)N1CCN(c2cc(Cl)ccc2C)CC1 (stereo unspecified)
0.3 | -2 | O=C(CN1C(=O)CSc2ccc(S(=O)(=O)N3CCCCCC3)cc21)NCCc1ccccc1
3.9 | -8 | COc1ccc(N(C)S(=O)(=O)c2cccc(C(=O)NCC3CCCCC3)c2)cc1
-0.3 | 1 | COc1ccc(-c2cc(C(F)(F)F)nc(S(=O)(=O)CCCC(=O)Nc3cccnc3Cl)n2)cc1OC
-1.4 | 2 | O=C1c2ccccc2C(=O)N1Cc1nc2ccccc2c(=O)n1CCCn1ccnc1
1.5 | 1 | CCOC(=O)c1[nH]c2c(OCC)nc(OCC)nc2c1Br
-0.9 | 0 | Cc1cc(-c2cc(C)c(N)cc2C)c(C)cc1N
0.9 | -1 | O=[N+]([O-])c1ccc(NN=CCCc2ccccc2)nc1
0.1 | -2 | COc1ccc(Br)cc1CN(C)C(=O)c1ccccc1SCC(=O)N1CCCC1
-0.1 | -6 | CCN1C/C(=C/c2cccc([N+](=O)[O-])c2)C(=O)/C(=C/c2cccc([N+](=O)[O-])c2)C1

Sorted by the number under MPTP block (largest number first): some entries from above
MPTP block | GRIN3A LBD mod | structure
1.5 | 1 | CCOC(=O)c1[nH]c2c(OCC)nc(OCC)nc2c1Br
0.3 | -2 | O=C(CN1C(=O)CSc2ccc(S(=O)(=O)N3CCCCCC3)cc21)NCCc1ccccc1
-0.3 | 1 | COc1ccc(-c2cc(C(F)(F)F)nc(S(=O)(=O)CCCC(=O)Nc3cccnc3Cl)n2)cc1OC

Further structures
MPTP block | GRIN3A LBD mod | structure
-0.7 | -1 | Cc1ccc(NC(=O)NNc2cccc(Cl)n2)cc1
-0.6 | 0 | N#CCCN1CCN(CCC#N)C1=S
-1.8 | -1 | CC(=O)OCC1OC(n2c(S)c(C#N)c(-c3ccccc3)c(C#N)c2=O)C(OC(C)=O)C(OC(C)=O)C1OC(C)=O (stereo unspecified)
-4.7 | -1 | COCCNC(=O)C(c1ccc(F)cc1)N(CC1CCCO1)C(=O)CCC(=O)Nc1ccccn1 (stereo unspecified)
-0.4 | 1 | Nc1ncnc(N2CCOCC2)n1
0.5 | 4 | CCOC(=O)C1C(=O)C=C(c2ccccc2)CC1c1ccccc1 (stereo unspecified)
-0.7 | 0 | CCCN(CC(=O)Nc1ccc(F)c(F)c1F)C(=O)c1cc(S(=O)(=O)N(C)C)ccc1N1CCCC1
2.0 | -11 | O=C(Nc1ccc(F)cc1)c1nc[nH]c1C(=O)Nc1ccccc1[N+](=O)[O-]
-0.3 | 17* | NC(=O)c1ncn([C@@H]2O[C@H](CNCc3cccc(OC4CCCC4)c3)[C@@H](O)[C@H]2O)n1
1.7 | 3 | CN(Cc1ccccc1)C(=O)c1ccc(NC(=O)Cc2ccc(NC(=O)C3CCCN(C(=O)CCc4ccccc4)C3)cc2)cc1 (stereo unspecified)
-2.3 | -2 | O=C(NC1CC1)c1cccc(NC(=O)C2CCN(S(=O)(=O)c3cccc(C(F)(F)F)c3)CC2)c1
1.8 | 3 | O=C(CC(NC(=O)OCc1ccccc1)C(=O)OCc1ccccc1)OCc1ccccc1 (stereo unspecified)
1.0 | 2 | Cc1cccc(CN(C)C)c1CC(O)(c1ccccc1)c1ccccc1
-0.1 | -4 | CC1CN(c2cc(=O)n(-c3ccc(Cl)cc3)c(=O)[nH]2)CC(C)O1 (stereo unspecified)
-0.5 | -2 | COC1OCC(O)C(OC(=O)c2ccccc2)C1OC(=O)c1ccccc1 (stereo unspecified)

More results:
MPTP block | GRIN3A LBD mod | structure
0.7 | -1 | Nc1c(N(Cc2ccccc2)C(=O)COc2ccc([N+](=O)[O-])cc2)c(=O)[nH]c(=O)n1Cc1ccccc1
-1.3 | -4 | NC(=O)c1ccsc1NC(=O)COC(=O)[C@@H]1CCCN1C(=O)c1cccs1
5.8 | 0 | CN(C(=O)c1cccc(NC(=O)Cc2cccc(NC(=O)C3CCCN(C(=O)C4CCCC4)C3)c2)c1)C1CC1 (stereo unspecified)
-0.2 | -6 | Cn1c(CCNC(=O)C2CCCCC2)nc2cc(NC(=O)c3cccs3)ccc21
5.0 | 2 | CCn1c2ccccc2c2nc3cc(S(=O)(=O)N4CCOCC4)ccc3nc21
-0.3 | -11 | Cc1cccc(C)c1OCc1cn(CC(=O)c2ccc(O)cc2)nn1
-1.6 | 1 | CC(=NNC(=S)N1CC2CCC(CC2)C1)c1cnccn1
4.9 | -8 | CN(C)CCCN1c2ccc3ccccc3c2Sc2cccc(Cl)c21
-0.6 | -1 | O=C(NNc1nc(N2CCCC2)nc(N2CCCC2)n1)c1ccccc1
-1.5 | 2 | COc1ccccc1NS(=O)(=O)c1cc(C(=O)NC2CC(C)(C)NC(C)(C)C2)ccc1Cl
0.3 | 1 | Cn1c(=O)c2[nH]c(=S)n(Cc3ccccc3)c2n(C)c1=O
-3.0 | 0 | OC[C@H]1O[C@@H](n2cnc3c(NCc4ccco4)ncnc32)[C@H](O)[C@@H]1O
96* | 11* | S=C(Nc1ccc(Oc2ccccc2)cc1)NC1CCCCCC1
4.4 | -2 | Nn1c(Cc2cccc3ccccc23)nnc1SCc1ccc(Cl)c(Cl)c1
4.0 | -1 | O=c1c2ccccc2sc2nc(C3CCCCC3)n(Cc3ccco3)c(=O)c12

Compound profiles (already shown):
Entry for S=C(Nc1ccc(Oc2ccccc2)cc1)NC1CCCCCC1 = MPTP block = 96*; GRIN3A LBD mod = 11*
Entry for Cn1c(=O)c2[nH]c(=S)n(Cc3ccccc3)c2n(C)c1=O = MPTP block = 0.3; GRIN3A LBD mod = 1

The results go on:
MPTP block | GRIN3A LBD mod | structure
-0.7 | -1 | C(=NOCc1ccccc1)c1ccncc1
-2.1 | 0 | CCOc1ccccc1OCCCC(=O)N1CCN(S(=O)(=O)c2ccc(Cl)cc2)CC1
-1.0 | -1 | C/C(=N/NC(=O)COc1ccc(C(C)(C)C)cc1)c1ccc(N2CCOCC2)cc1
88* | 3 | O=[N+]([O-])c1ccc(O)c(C2CCCCC2)c1
0.4 | -1 | Cc1ccc(S(=O)(=O)N2CCN(C(=O)COC(=O)CNC(=O)c3ccc(Cl)cc3Cl)CC2)c(C)c1
-0.2 | -2 | COc1ccc(CN(C)C(=O)c2cccc(NC(=O)CC3SC(N4CCCCC4)=NC3=O)c2)c(OC)c1 (stereo unspecified)
0.7 | -1 | COc1ccccc1-n1c(SCC(=O)N(C)C)nnc1-c1ccco1
0.9 | 0 | COc1ccc(OC)c(CN2CCN(C(=O)c3cccc(S(=O)(=O)Nc4ccc(F)cc4)c3)CC2)c1
-1.3 | -1 | Nc1ncc(S(=O)(=O)c2ccc([N+](=O)[O-])cc2)s1
1.4 | -1 | O=C(c1cccs1)n1nc(-c2cccnc2)nc1NCc1ccco1
-1.5 | -2 | Cc1cccc(NC(=S)N(CCN(C)C)Cc2cc3cc(C)cc(C)c3[nH]c2=O)c1
-0.5 | 0 | Nc1cc(SCc2ccc([N+](=O)[O-])cc2)ncn1
-0.7 | 4 | N#CC(CCc1ccccc1[N+](=O)[O-])(CCc1ccccc1[N+](=O)[O-])C(N)=O
0.3 | 3 | CC(C)C[C@@H](CN)NC(=O)c1nc[nH]c1C(=O)N[C@@H](C)C(=O)CNC[C@H](C)NC(=O)c1nc[nH]c1C(=O)N[C@@H](CC(C)C)C(=O)O
0.5 | 20* | N#CC1C(=O)c2ccccc2C1c1ccccc1 (stereo unspecified)

Reformatted: three of the compounds above
SMILES	MPTP block	GRIN3A LBD mod
Cc1cccc(NC(=S)N(CCN(C)C)Cc2cc3cc(C)cc(C)c3[nH]c2=O)c1	-1.5	-2
COc1ccccc1-n1c(SCC(=O)N(C)C)nnc1-c1ccco1	0.7	-1
Nc1cc(SCc2ccc([N+](=O)[O-])cc2)ncn1	-0.5	0

Random excerpt: 6 compounds from above
MPTP block | GRIN3A LBD mod | structure
-0.7 | -1 | C(=NOCc1ccccc1)c1ccncc1
88* | 3 | O=[N+]([O-])c1ccc(O)c(C2CCCCC2)c1
-0.7 | 4 | N#CC(CCc1ccccc1[N+](=O)[O-])(CCc1ccccc1[N+](=O)[O-])C(N)=O
-0.5 | 0 | Nc1cc(SCc2ccc([N+](=O)[O-])cc2)ncn1
-2.1 | 0 | CCOc1ccccc1OCCCC(=O)N1CCN(S(=O)(=O)c2ccc(Cl)cc2)CC1
0.9 | 0 | COc1ccc(OC)c(CN2CCN(C(=O)c3cccc(S(=O)(=O)Nc4ccc(F)cc4)c3)CC2)c1

More compounds follow.
MPTP block | GRIN3A LBD mod | structure
0.5 | -8 | CCOc1ccc(S(=O)(=O)Nc2cc(SCC(=O)O)c(O)c3ccccc23)cc1
1.1 | -7 | NC(=S)N=Nc1c(O)cc(O)c2[nH]c(=O)ccc12
-3.2 | 4 | Cc1ccc(NC(=O)c2sc3nc(CCl)[nH]c(=O)c3c2C)c(C)c1
2.3 | 1 | O=C(Nc1ccccc1)OCCCCOC(=O)Nc1ccccc1
1.2 | -1 | COc1ccc(C(CNC(=O)c2cccc(S(=O)(=O)N3CCCc4ccccc43)c2)N(C)C)cc1 (stereo unspecified)
6.0 | -1 | CCCSC1=N/C(=C\c2ccc([N+](=O)[O-])o2)C(=O)S1
-0.2 | 1 | CN(C(=O)c1cccc(NC(=O)Cc2ccc(NC(=O)C3CCCN(C(=O)CCc4ccccc4)C3)cc2)c1)C1CCCC1 (stereo unspecified)
0.5 | -1 | CCCCOc1ccc(N2C(=O)C(C)CNC2=S)cc1 (stereo unspecified)
0.3 | 0 | CCc1nc2ccccc2n(CCOCCn2c(=O)c(CC)nc3ccccc32)c1=O
5.5 | 32* | NC(=O)c1ccc(NC(=O)COC(=O)c2c3c(nc4ccccc24)/C(=C\c2ccc4c(c2)OCO4)CCC3)cc1
64* | 0 | O=C(OCc1ccccc1)N(CCCCN(CCCNCc1ccccc1)C(=O)OCc1ccccc1)CCCNCc1ccccc1
9.5 | 3 | O=[N+]([O-])c1cccc(SSc2cccc([N+](=O)[O-])c2)c1
0.2 | -1 | Cc1ccc2cc(N)ccc2n1
60* | 16* | O=[N+]([O-])c1ccc(O)c(N=Cc2sc3ccccc3c2O)c1
0.7 | -13 | Cc1ccc(S(=O)(=O)NNC(=O)c2cc(C)c(C)cc2N)cc1
-0.3 | -3 | N#Cc1ccc(C(=O)N2CCC3CC2c2cc(-c4ccccc4)ccc23)cc1 (stereo unspecified)
-1.8 | -1 | Cc1ccc(S(=O)(=O)NCc2ccccc2)cc1C(=O)N(C)CC(=O)Nc1ccccc1Br
